HSF1 activator: increases HSF-1 driven luciferase reporter signal. 300,000 tested, 1.7% active. NIH3T3-HGL HSF-1 luciferase reporter, MG132, 8 h; 100% = twice DMSO control signal. activation, % at 9 µM;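 active = mean replicate activation of at least 50% with a set share of replicates each reaching 50%; inconclusive = only one of those two conditions met; inactive = mean below 50% and too few replicates reaching it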;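 note: 0% = median of the neutral control wells and 100% = twice that signal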
aSyn 5UTR inh: MLPCN primary screen, SNCA 5' untranslated region; alpha-synuclein 5'UTR reporter, inhibitor activity; inhibition, % (tested at 7.5 µM); 300,000 tested, 0.82% active; AID 1813; in the data active = inhibition above about 60%; inconclusive = no clear call, values can overlap the other calls;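 note: H4 neuroglioblastoma cells stably carrying SNCA 5'UTR luciferase fusion; 0% = DMSO wells and 100% = positive control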
KLF5 inh: kruppel-like factor 5 inhibition | DLD-1 KLF5 promoter-luciferase reporter, luminescence | inhibition, % at 5 µM | 290,000 tested, 0.23% active;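 active = inhibition above a per-plate limit of that plate's mean compound inhibition plus 3 SD, cut at about 60% in these data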;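 note: 0% = DMSO wells and 100% = LY294002 at 200 µM; higher means less KLF5 promoter-driven luciferase light; inactives centre near -14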
HSP90 inh: inhibitors of HSP90 luciferase refolding in rabbit reticulocyte lysate | luciferase refolding luminescence, 3 h | inhibition, % at 5.6 µM | 290,000 tested, 0.91% active | AID 1789;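 active = inhibition above the screen-wide mean plus 3 SD, computed separately per campaign, cut at about 16% in these data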;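 note: 0% = DMSO wells and 100% = 60 µM geldanamycin wells; inhibitors lower the luminescence because luciferase stays unfolded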
AI-2 QS modul: modulators of Vibrio harveyi AI-2 quorum sensing system; Vibrio harveyi JMH597 AI-2 luminescence/OD600 ratio, 9 h; hits give low values; strain lacks LuxN and CqsS sensors; 0 = neutral-control median; activity change, % at 7.5 µM; AID 2094; 300,000 tested, 0.4% active; in the data active = activity change below about -75%, passing the limit was not always enough; inconclusive = no clear call, values can overlap the other calls;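 note: luminescence divided by OD600 gain over 9 h not by final OD600 alone; inactives centre near 13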
GSK3A inh: blocks human GSK-3 alpha kinase | ADP-Glo luminescence, 60 min | inhibition, % at 10 µM | 320,000 tested, 0.1% active;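 in the data active = inhibition above about 50%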;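 note: GST-tagged GSK-3 alpha with peptide substrate and 25 µM ATP; 0% = DMSO neutral wells and 100% = GW8510 positive control wells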
Target sequence (P49840 whole entry, looked up): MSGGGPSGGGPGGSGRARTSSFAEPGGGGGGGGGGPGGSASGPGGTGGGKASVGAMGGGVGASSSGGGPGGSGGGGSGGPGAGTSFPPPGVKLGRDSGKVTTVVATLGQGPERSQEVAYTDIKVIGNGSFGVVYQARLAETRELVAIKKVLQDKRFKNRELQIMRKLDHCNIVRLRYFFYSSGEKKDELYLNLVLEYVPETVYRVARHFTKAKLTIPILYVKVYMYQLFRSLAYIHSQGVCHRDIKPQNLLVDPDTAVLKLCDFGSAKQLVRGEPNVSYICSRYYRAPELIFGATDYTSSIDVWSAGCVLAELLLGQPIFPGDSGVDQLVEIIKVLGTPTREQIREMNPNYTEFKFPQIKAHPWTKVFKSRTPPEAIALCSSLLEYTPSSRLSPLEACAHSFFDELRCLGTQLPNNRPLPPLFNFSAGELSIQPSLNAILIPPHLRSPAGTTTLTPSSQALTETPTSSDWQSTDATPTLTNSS
HIF activator: HIF pathway transcriptional activation. 300,000 tested, 0.32% active. activation, % at 7.5 µM (by protocol). U2OS HRE-luciferase reporter, luminescence; normalized: DMSO 0%, desferrioxamine 100%;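 active = mean activation of at least 10% of the iron chelator positive control signal, with at least half of replicates also reaching 10%; inconclusive = mean and replicate majority disagree about reaching 10%; inactive = mean and most replicates under 10%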
GSK3beta inhib: inhibitors of human GSK3beta kinase; P49841; GST-GSK3beta kinase, ADP-Glo luminescence, 60 min; hits give low values; activity score (negative = inhibition), % at 10 µM; 300,000 tested, 0.038% active; AID 2097;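 active = more than half of replicate wells score below -50%, meaning over 50% inhibition versus plate controls; inconclusive = some replicates but at most half score below -50%; inactive = no replicate scores below -50%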;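 note: 0% = median DMSO wells and -100% = median GW8510 positive control wells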
Target sequence (P49841 whole entry, looked up): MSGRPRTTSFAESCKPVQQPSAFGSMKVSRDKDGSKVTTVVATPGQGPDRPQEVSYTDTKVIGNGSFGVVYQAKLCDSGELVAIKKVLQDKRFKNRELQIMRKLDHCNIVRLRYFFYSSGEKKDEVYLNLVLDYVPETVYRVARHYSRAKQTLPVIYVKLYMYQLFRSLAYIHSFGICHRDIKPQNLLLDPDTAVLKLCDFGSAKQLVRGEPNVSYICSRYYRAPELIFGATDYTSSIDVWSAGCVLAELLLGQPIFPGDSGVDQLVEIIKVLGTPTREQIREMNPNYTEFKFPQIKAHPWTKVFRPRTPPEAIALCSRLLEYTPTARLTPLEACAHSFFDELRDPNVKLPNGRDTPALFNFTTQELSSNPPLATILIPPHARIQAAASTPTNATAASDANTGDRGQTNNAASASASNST
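Test system: GST-fused GSK3beta enzyme, cell-free | Quantity: 1.6 ng GST-GSK3beta enzyme per well | Reagent: 25 µM ATP with peptide substrate | Schedule: 60 min enzyme reaction, room temperature | Signal: Luminescent ADP-Glo measurement of ADP formed | Read-out basis: Score relative to plate controls | Control set: DMSO and 20 µM GW8510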
HSF1 inh: HSF1 inhibition. 300,000 tested, 0.77% active. activity change, negative = inhibition, % at 7.5 µM (by protocol). NIH3T3-HGL HSE-luciferase, MG132-induced, luminescence 8 h; hits give low values;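 active = more than half of replicate wells show activity change below -50%, luminescence cut by over half; inconclusive = some wells, but at most half, below -50%; inactive = no replicate well below -50%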;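 note: luciferase reports HSF-1 transcriptional activity via heat shock element; 0% = median of DMSO wells and -100% = zero luminescence signal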
IEC-6 cytotox: kills IEC-6 intestinal cells in KLF5 counter-screen; IEC-6 cytotoxicity, luminescence viability; inhibition, % at 5 µM; 290,000 tested, 0.78% active; AID 1825; in the data active = inhibition above about 22%;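 note: 0% = plate median of test compound wells and 100% = cytotoxic reference compound wells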
* marks the source's active call; other numbers are inactive results.

Start of the data: the first two compounds (preview)
Screening COc1ccc(NC(=O)C2CCCN(S(=O)(=O)c3ccc(Cl)cc3)C2)cc1OC (stereo unspecified) returned HSF1 activator -9, aSyn 5UTR inh 4, KLF5 inh -15, HSP90 inh -2, AI-2 QS modul 13, GSK3A inh 0, HIF activator 0.0, GSK3beta inhib 1, HSF1 inh 9 and IEC-6 cytotox -1.
`O=C(NNC(=S)NC(=O)c1ccco1)c1ccc(F)cc1` gave HSF1 activator 1, aSyn 5UTR inh 26, KLF5 inh 2, HSP90 inh 4, AI-2 QS modul -104*, GSK3A inh 0, HIF activator 0.5, GSK3beta inhib -3, HSF1 inh 6 and IEC-6 cytotox 5.

All compounds of this part, from the start:
Screening COc1ccc(NC(=O)C2CCCN(S(=O)(=O)c3ccc(Cl)cc3)C2)cc1OC (stereo unspecified) returned HSF1 activator -9, aSyn 5UTR inh 4, KLF5 inh -15, HSP90 inh -2, AI-2 QS modul 13, GSK3A inh 0, HIF activator 0.0, GSK3beta inhib 1, HSF1 inh 9 and IEC-6 cytotox -1.
`O=C(NNC(=S)NC(=O)c1ccco1)c1ccc(F)cc1` gave HSF1 activator 1, aSyn 5UTR inh 26, KLF5 inh 2, HSP90 inh 4, AI-2 QS modul -104*, GSK3A inh 0, HIF activator 0.5, GSK3beta inhib -3, HSF1 inh 6 and IEC-6 cytotox 5.
COc1cc(CN2CCN(C(=O)CC(C)C)CC2)cc(OC)c1O was read as HSF1 activator 7, aSyn 5UTR inh -26, KLF5 inh -2, HSP90 inh 2, AI-2 QS modul 9, GSK3A inh -4, HIF activator -0.4, GSK3beta inhib 0, HSF1 inh -5 and IEC-6 cytotox 1.
CCNc1nc(NCC)nc(OCCNS(=O)(=O)c2cc(C)ccc2C)n1 was read as HSF1 activator 5, aSyn 5UTR inh 4, KLF5 inh -40, HSP90 inh 6, AI-2 QS modul 16, GSK3A inh -2, HIF activator 0.3, GSK3beta inhib 3, HSF1 inh -4 and IEC-6 cytotox 6.
`O=C(NCCC(=O)N(CCc1ccccc1)Cc1ccccc1)c1ccc([N+](=O)[O-])cc1` gave HSF1 activator 5, aSyn 5UTR inh -6, AI-2 QS modul 12, GSK3A inh 1, HIF activator 1.0, GSK3beta inhib 1 and HSF1 inh 5.
Screening COc1ccc(NC(=S)NNC(=O)c2nnn(-c3ccccc3)c2C)cc1 returned HSF1 activator 18, aSyn 5UTR inh 10, KLF5 inh -21, HSP90 inh -1, AI-2 QS modul 34, GSK3A inh -5, HIF activator 0.6, GSK3beta inhib 0, HSF1 inh 8 and IEC-6 cytotox -2.
`O=C(NCc1cccc(C(F)(F)F)c1)C1CC(c2ccccc2F)=NO1` (stereo unspecified) gave HSF1 activator 7, aSyn 5UTR inh 6, AI-2 QS modul 16, GSK3A inh -4, HIF activator 1.0, GSK3beta inhib 3 and HSF1 inh 5.
For O=C(COc1ccc(Cl)cc1)Nc1cc2c3c(c1)CC(=O)N3CCC2 the results were HSF1 activator 3, aSyn 5UTR inh 9, AI-2 QS modul 17, GSK3A inh -1, HIF activator 3.2, GSK3beta inhib 1 and HSF1 inh 0.
For Cc1noc(C)c1COC(=O)C1CCN(C(=O)c2ccc(Cl)cc2)CC1 the results were HSF1 activator 4, aSyn 5UTR inh 14, KLF5 inh -24, HSP90 inh 5, AI-2 QS modul 40, GSK3A inh 0, HIF activator -0.8, GSK3beta inhib -2, HSF1 inh 0 and IEC-6 cytotox 0.
Screening CNC(=O)C(NC(=O)Nc1ccc(C)cc1)C(C)(C)C (stereo unspecified) returned HSF1 activator -5, aSyn 5UTR inh 7, KLF5 inh -21, HSP90 inh 1, AI-2 QS modul 17, GSK3A inh 0, HIF activator -0.2, GSK3beta inhib 3, HSF1 inh 5 and IEC-6 cytotox 3.
`COc1ccc(N2CCN(S(=O)(=O)c3cc(-c4cc(C)no4)ccc3C(C)C)CC2)cc1` gave HSF1 activator 1, aSyn 5UTR inh -1, KLF5 inh -1, HSP90 inh 6, AI-2 QS modul 22, GSK3A inh 0, HIF activator inconclusive, GSK3beta inhib -3, HSF1 inh 2 and IEC-6 cytotox 4.
`C=CCn1cnc2c(nnn2-c2ccc(OC)c(OC)c2)c1=O` gave HSF1 activator 1, aSyn 5UTR inh 3, KLF5 inh -26, HSP90 inh -1, AI-2 QS modul 46, GSK3A inh -4, HIF activator 0.3, GSK3beta inhib 4, HSF1 inh -5 and IEC-6 cytotox -5.
For CC(=O)c1sc(NC(=O)CN2C(=O)NC3(CCCC3)C2=O)nc1-c1ccccc1 the results were HSF1 activator -21, aSyn 5UTR inh -19, AI-2 QS modul 75, GSK3A inh 38, HIF activator -0.2, GSK3beta inhib 0 and HSF1 inh -1.
Screening Cc1oc(C(=O)O)cc1COc1cccc2cccnc12 returned HSF1 activator 1, aSyn 5UTR inh -3, KLF5 inh -18, HSP90 inh 0, AI-2 QS modul 29, GSK3A inh -2, HIF activator -0.1, GSK3beta inhib -2, HSF1 inh -5 and IEC-6 cytotox -9.
`COc1ccc(-n2nc3c(N)n[nH]c3cc2=O)cc1` gave HSF1 activator 19, aSyn 5UTR inh -19, KLF5 inh -21, HSP90 inh 6, AI-2 QS modul 14, HIF activator -0.3, GSK3beta inhib -31, HSF1 inh -1 and IEC-6 cytotox 7.
CCOc1ccc(S(=O)(=O)NCCC(=O)N2CC(C)OC(C)C2)cc1 (stereo unspecified) was read as HSF1 activator 4, aSyn 5UTR inh 2, AI-2 QS modul 7, GSK3A inh -1, HIF activator -0.3, GSK3beta inhib 0 and HSF1 inh -2.
For Cc1ccc(S(=O)(=O)Nc2c(C)n(C)n(-c3ccccc3)c2=O)c(C)c1 the results were HSF1 activator 17, aSyn 5UTR inh -2, KLF5 inh -27, HSP90 inh -2, AI-2 QS modul 18, GSK3A inh 0, HIF activator 2.1, GSK3beta inhib 0, HSF1 inh -4 and IEC-6 cytotox -1.
For CCN1CCN(c2ncnc3c2cnn3-c2ccccc2)CC1 the results were HSF1 activator 5, aSyn 5UTR inh -98, KLF5 inh -53, HSP90 inh -4, AI-2 QS modul 5, GSK3A inh -1, HIF activator 2.9, GSK3beta inhib 0, HSF1 inh 9 and IEC-6 cytotox 5.
Cc1ccc(NC(=S)N(Cc2ccccc2)Cc2cccs2)c(C)c1 was read as HSF1 activator 27, aSyn 5UTR inh 9, KLF5 inh 0, HSP90 inh -2, AI-2 QS modul 24, GSK3A inh -2, HIF activator -0.1, GSK3beta inhib -2, HSF1 inh 13 and IEC-6 cytotox -2.
Screening COc1ccc(CN(C(=O)c2ccco2)C2CCS(=O)(=O)C2)cc1 (stereo unspecified) returned HSF1 activator -9, aSyn 5UTR inh 7, KLF5 inh 12, HSP90 inh -3, AI-2 QS modul 12, GSK3A inh 0, HIF activator 0.4, GSK3beta inhib 3, HSF1 inh -1 and IEC-6 cytotox 0.
Screening CCCc1cc(=O)oc2cc(C)cc(OCC(=O)NC(Cc3ccc(Cl)cc3)C(=O)O)c12 (stereo unspecified) returned HSF1 activator 16, aSyn 5UTR inh 16, KLF5 inh -31, HSP90 inh 3, AI-2 QS modul 23, GSK3A inh 0, HIF activator -0.2, GSK3beta inhib 4, HSF1 inh 1 and IEC-6 cytotox 0.
`Cc1ccccc1C(=O)Nc1nc(-c2cccnc2)cs1` gave HSF1 activator -9, aSyn 5UTR inh -25, KLF5 inh 5, HSP90 inh 2, AI-2 QS modul 6, GSK3A inh 1, HIF activator 0.4, GSK3beta inhib 0, HSF1 inh -8 and IEC-6 cytotox -6.
COc1cccc(NC(=O)CN(Cc2ccccc2)S(C)(=O)=O)c1 was read as HSF1 activator 7, aSyn 5UTR inh -5, KLF5 inh -28, HSP90 inh -1, AI-2 QS modul 10, GSK3A inh 0, HIF activator 1.7, GSK3beta inhib 2, HSF1 inh -5 and IEC-6 cytotox -14.
Screening CN(Cc1ccccc1)CC1CCCN(CCc2ccccc2F)C1 (stereo unspecified) returned HSF1 activator -6, aSyn 5UTR inh -15, KLF5 inh 3, HSP90 inh 4, AI-2 QS modul 10, GSK3A inh 0, HIF activator -0.2, GSK3beta inhib 3, HSF1 inh 4 and IEC-6 cytotox 3.
For O=C(Cc1ccc(N2CCNC2=O)cc1)N1CCCC(Nc2cccc(F)c2)C1 (stereo unspecified) the results were HSF1 activator 2, aSyn 5UTR inh 64*, KLF5 inh 70*, HSP90 inh -2, AI-2 QS modul 21, GSK3A inh 4, HIF activator -0.1, GSK3beta inhib -3, HSF1 inh -5 and IEC-6 cytotox 71*.
O=C(NC(=S)Nc1ccccc1N1CCCC1)c1ccc(-c2cccc([N+](=O)[O-])c2)o1 was read as HSF1 activator 23, aSyn 5UTR inh -5, KLF5 inh -10, HSP90 inh -2, AI-2 QS modul 16, GSK3A inh 1, HIF activator -0.1, GSK3beta inhib 0, HSF1 inh 9 and IEC-6 cytotox -1.
Clc1ccc(COn2c(-c3ccc(Cl)cc3Cl)nc3ncccc32)cc1 was read as HSF1 activator -5, aSyn 5UTR inh 4, KLF5 inh -28, HSP90 inh 10, AI-2 QS modul 30, GSK3A inh 4, HIF activator 0.3, GSK3beta inhib -1, HSF1 inh -12 and IEC-6 cytotox 1.
`CCOc1ccc(N2C(=O)CC(SC(=NC)Nc3cccc(F)c3)C2=O)cc1` (stereo unspecified) gave HSF1 activator 31, aSyn 5UTR inh -6, KLF5 inh 7, HSP90 inh 4, AI-2 QS modul 6, GSK3A inh 2, HIF activator -0.1, GSK3beta inhib 1, HSF1 inh 5 and IEC-6 cytotox 5.
Screening Brc1cnc(N2CCCCC2)nc1N1CCOCC1 returned HSF1 activator -8, aSyn 5UTR inh 7, KLF5 inh -20, HSP90 inh 2, AI-2 QS modul 21, GSK3A inh 0, HIF activator -0.3, GSK3beta inhib 1, HSF1 inh -12 and IEC-6 cytotox 2.
Screening C/C(=N\N=C\c1ccc(N(C)C)cc1)c1cccc([N+](=O)[O-])c1 returned HSF1 activator -7, aSyn 5UTR inh -68, KLF5 inh -11, HSP90 inh -5, AI-2 QS modul -5, GSK3A inh -3, HIF activator 0.2, GSK3beta inhib -2, HSF1 inh 1 and IEC-6 cytotox -7.
`COc1cc(-c2nc3cnccn3c2Nc2c(C)cccc2C)ccc1O` gave HSF1 activator 10, aSyn 5UTR inh 13, KLF5 inh -32, HSP90 inh 3, AI-2 QS modul 22, GSK3A inh 4, HIF activator -0.1, GSK3beta inhib 2, HSF1 inh 11 and IEC-6 cytotox 4.

Bioassay records as filed in PubChem.
